Screens deposited in PubChem by National Center for Advancing Translational Sciences (NCATS).
IL1B secr inh – inflammasome signaling inhibition, IL-1 beta readout | THP-1 LPS/ATP IL-1B secretion, AlphaLISA, 16 h; stronger effect = lower value | activity change, % at 57.5 µM | actives 4.7% (n = 360,000) | AID 743279; in the data active = activity change below about -50%; inconclusive = mostly about -30% to -49%; note: % is set by controls: 0 for no effect and ±100 for the full control effect
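THP-1 cells pretreated 1 hr with compounds (up to 57.5 uM final), then stimulated with LPS (250 ng/mL final) plus ATP (1.25 mM final); secreted IL-1B measured by AlphaLISA after 16 hr, decreased signal indicating inhibition.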
ATXN2 expr inh – reduces ATXN2 reporter expression in HEK-293 cells | Potency, µM (doses to about 57 µM), for the others: at the highest dose activity change, negative = inhibition, actives largely listed as inhibitors | HEK-293 ATXN2-luciferase reporter, luminescence, 24 h | actives 0.72% (n = 360,000) | AID 1745845; note: potency is the fitted concentration of half-maximal effect; % is set by controls: 0 for no effect and ±100 for the full control effect; nearly all actives have a fitted effect of over 55% in size
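ATXN2-luciferase reporter cells (luciferase flanked by upstream and downstream ATXN2 gene portions) were treated 24 h at 37 °C with compounds at up to 57 uM. SteadyGlo luminescence gave expression; GF-AFC fluorescence gave viability.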
HT1080-NT tox – kills 2HG-producing HT-1080-NT fibrosarcoma cells | HT-1080-NT fibrosarcoma viability, CellTiter-Glo ATP luminescence, 48 h | Potency, µM (doses to about 46.1 µM), for the others: at the top dose activity, negative = less viability, actives largely listed as cytotoxic | actives 1.6% (n = 360,000) | AID 686970;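 note: NT is the 2HG producing partner of a matched IDH1 knockdown line; potency is the fitted concentration of half-maximal effect; 0% = DMSO-treated cells and -100% = media-only wells without cells; nearly all actives have a fitted effect of over 55% in size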
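Viability of the 2HG-overproducing fibrosarcoma line after 48 hours of compound exposure at 37 degrees C was determined by luminescence with CellTiter-Glo, and concentration-effect curves were then fitted and categorized.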
MCF10A rerep – induces DNA re-replication in MCF 10a normal breast cells; Potency, µM (titrated, usually from 46.1 µM), inactives show at the top dose activity, positive = re-replication, hits mostly activators; actives 2.9% (n = 350,000); MCF 10A DNA re-replication, Hoechst nuclear intensity, 48 h; note: potency is the fitted concentration of half-maximal effect; % of control where 0% means no effect; nearly all actives have a fitted effect of over 50% in size
SW480 rereplic – DNA re-replication induction in SW480 cells; SW480 DNA re-replication, Hoechst DNA content imaging, 48 h; Potency, µM (titrated, usually from 46.1 µM), without a hit: at the highest dose re-replication activation, most hits filed as activators; actives 1.8% (n = 340,000); AID 624297; note: potency is the fitted concentration of half-maximal effect; % of control where 0% means no effect; nearly all actives have a fitted effect of over 55% in size
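Readout is total intensity of Hoechst-stained nuclei, excited at 405 nm and collected at 500-530 nm. Compound treatment lasted 48 hr at 37 C in 5% CO2 before staining.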
HT1080 IDH1KD tx – kills HT-1080 cells with IDH1 knockdown; HT-1080 IDH1 knockdown viability, ATP luminescence, 48 h; Potency, µM (highest dose often 46.1 µM), inactives show at the highest dose activity, negative = toxicity, actives largely listed as cytotoxic; actives 2% (n = 360,000); AID 686971;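 note: potency is the fitted concentration of half-maximal effect; 0% = DMSO wells and -100% = cell-free medium wells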
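% activity derives from luminescence (CellTiter-Glo), normalised to DMSO and no-cell wells. HT-1080-IDH1KD cells, 750/well, had 48 h compound exposure at 37 °C.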
KB-V1 cytotox – kills drug-selected multidrug resistant KB-V1 cells; actives 3.4% (n = 400,000); KB-V1 MDR cells viability, CellTiter-Glo, 72 h; Potency, µM (titrated, usually from 46.1 µM), without a hit: top-dose activity change, negative = cytotoxicity, actives largely listed as cytotoxic; note: potency is the fitted concentration of half-maximal effect; % is set by controls: 0 for no effect and ±100 for the full control effect; nearly all actives have a fitted effect of over 60% in size
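KB-V1, DMEM (no phenol red) + 10% FBS; cpd pin-transferred, titration series; 72 h, 37 degrees C; CellTiter-Glo, luminescence. Data normalized, curve-fit.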
WRN inhibitor – inhibitors of human WRN helicase; actives 0.46% (n = 360,000); Potency, µM (top dose mostly 114 µM), inactives show top-dose activity change, negative = inhibition, usual class: inhibitors; Q14191; WRN helicase unwinding, fluorescent forked duplex, kinetic; note: potency is the fitted concentration of half-maximal effect; % is set by controls: 0 for no effect and ±100 for the full control effect; nearly all actives have a fitted effect of over 55% in size
Target sequence (Q14191 whole entry, looked up): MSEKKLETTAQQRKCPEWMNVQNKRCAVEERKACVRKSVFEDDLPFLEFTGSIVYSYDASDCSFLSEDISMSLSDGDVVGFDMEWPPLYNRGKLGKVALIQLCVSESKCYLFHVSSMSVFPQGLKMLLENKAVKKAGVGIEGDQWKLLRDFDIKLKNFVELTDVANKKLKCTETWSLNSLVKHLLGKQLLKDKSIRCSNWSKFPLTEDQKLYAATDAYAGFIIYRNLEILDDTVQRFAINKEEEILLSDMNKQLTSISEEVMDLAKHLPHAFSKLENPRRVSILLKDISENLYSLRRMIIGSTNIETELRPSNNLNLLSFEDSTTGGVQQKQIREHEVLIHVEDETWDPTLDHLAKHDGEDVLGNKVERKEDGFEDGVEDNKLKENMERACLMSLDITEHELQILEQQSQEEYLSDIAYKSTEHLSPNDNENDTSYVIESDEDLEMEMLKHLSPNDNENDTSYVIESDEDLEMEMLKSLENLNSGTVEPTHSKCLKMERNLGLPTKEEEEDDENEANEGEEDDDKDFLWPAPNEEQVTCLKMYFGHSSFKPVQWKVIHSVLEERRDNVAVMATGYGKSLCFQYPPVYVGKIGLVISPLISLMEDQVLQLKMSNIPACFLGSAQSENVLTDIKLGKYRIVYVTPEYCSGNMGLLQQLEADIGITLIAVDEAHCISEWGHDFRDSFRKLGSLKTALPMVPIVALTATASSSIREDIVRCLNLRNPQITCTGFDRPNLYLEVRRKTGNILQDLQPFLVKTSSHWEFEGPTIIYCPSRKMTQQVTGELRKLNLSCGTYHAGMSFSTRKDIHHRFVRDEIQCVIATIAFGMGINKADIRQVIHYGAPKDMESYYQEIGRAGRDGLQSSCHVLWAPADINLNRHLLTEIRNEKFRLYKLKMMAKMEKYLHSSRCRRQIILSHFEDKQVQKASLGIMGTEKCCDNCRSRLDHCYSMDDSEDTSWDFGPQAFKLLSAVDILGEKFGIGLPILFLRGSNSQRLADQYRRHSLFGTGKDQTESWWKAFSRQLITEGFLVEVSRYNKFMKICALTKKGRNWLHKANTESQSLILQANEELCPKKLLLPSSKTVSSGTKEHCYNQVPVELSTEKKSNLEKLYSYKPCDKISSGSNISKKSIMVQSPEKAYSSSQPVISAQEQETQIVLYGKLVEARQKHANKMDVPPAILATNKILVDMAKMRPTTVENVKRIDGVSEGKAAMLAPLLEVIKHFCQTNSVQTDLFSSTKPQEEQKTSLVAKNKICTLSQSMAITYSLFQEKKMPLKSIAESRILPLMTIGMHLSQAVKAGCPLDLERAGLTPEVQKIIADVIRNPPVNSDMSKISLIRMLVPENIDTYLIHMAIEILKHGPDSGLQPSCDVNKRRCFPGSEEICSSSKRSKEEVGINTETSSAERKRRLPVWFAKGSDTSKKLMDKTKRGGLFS
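Kinetic fluorescence helicase assay: unwinding of a quenched forked DNA duplex (100 nM final) with 2 mM ATP final raises red fluorescence (525/598 nm). Compounds sat 15 min at room temperature with 20 nM WRN beforehand.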
KB-3-1 tox – kills parental KB-3-1 adenocarcinoma cells. Potency, µM (doses to about 46.1 µM), without a hit: top-dose activity change, negative = cytotoxic, most hits filed as cytotoxic. KB-3-1 viability, CellTiter-Glo ATP luminescence, 72 h. actives 1.4% (n = 400,000); note: potency is the fitted concentration of half-maximal effect; % is set by controls: 0 for no effect and ±100 for the full control effect; nearly all actives have a fitted effect of over 60% in size
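Cytotoxicity in the drug-sensitive parental line KB-3-1 was scored as loss of CellTiter-Glo luminescence following 72 h incubation with compound. Values come from curve fitting of normalized concentration-response data.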
An asterisk follows results filed as active; i = inactive; ? = inconclusive; · = not tested or not shown; [ ] = dose if it differs, or a comment. Unless noted, calls come from the whole dose curve; as a rule, active = well fitted curve in the direction sought with a large enough effect; inconclusive = small, poorly fitted or top-dose-only effect, or another doubt; inactive = no such curve, though single readings can be large; an effect the other way counts as inactive or inconclusive.

SMILES	IL1B secr inh	ATXN2 expr inh	HT1080-NT tox	MCF10A rerep	SW480 rereplic	HT1080 IDH1KD tx	KB-V1 cytotox	WRN inhibitor	KB-3-1 tox
CN(C)CCCN(C(=O)COc1ccccc1)c1nc2c(F)cccc2s1	?	1%	6%	-1%	-17%	0%	4%	4%	5%
C=CCCC(=O)N1C[C@H]2CON(C)[C@H]2C[C@H]1c1ccc(Br)cc1	15	-5%	6%	·	·	-1%	?	1%	2%
CCN(CC(=O)Nc1ccc2c(c1)OCCO2)S(=O)(=O)c1cccs1	5	17%	5%	16µM*	-2%	15%	0%	-3%	8%
COc1ccc2ccccc2c1/C=N/NC(=O)c1sc(N)c(C#N)c1C	0	-13%	6%	-49%[inhibitor]	-25%	12%	-23%	0%	?
O=C(NCc1ccccc1)c1csc2c1CCCCC2	-15	-28%	0%	?	-2%	6%	-6%	-4%	1%
Cc1nc2c(Br)c3nc(C(F)(F)F)[nH]c3c(Br)c2[nH]1	-2	12%	1%	1%	-30%[inhibitor]	-2%	-11%	-9%	0%
O=C(Cc1ccc(F)cc1)Nc1cccc2cccnc12	-11	8%	-4%	13%	3%	2%	16µM*	4%	-3%
CCC(C)(C)n1nnnc1C(c1ccc(OC)cc1)N1CCN(C(=O)c2ccco2)CC1 (stereo not drawn)	3	-4%	5%	-6%	1%	5%	-22%	-2%	5%
CC(C)CNC(=O)CN1C(=O)NC2(CCc3ccccc32)C1=O (stereo not drawn)	5	-8%	6%	-2%	-9%	9%	3%	-3%	7%
O=C(Nc1ccc(N2CCN(Cc3ccccc3)CC2)cc1)c1ncn[nH]1	10	11%	-15%	27%	-6%	-2%	22%	2%	-17%
CCCCC1=CC2=CC(=O)C(C)(OC(=O)CC)C(=O)C2=CN1CCCCO (stereo not drawn)	9	1%	6%	-3%	-7%	7%	0%	4%	-1%
COc1ccc(S(=O)(=O)N(C)c2ccc(C(=O)N3CCC(C(N)=O)CC3)cc2)cc1OC	-6	-4%	11%	0%	-4%	0%	21%	-1%	7%
COC(=O)C(Cc1csc2ccc(Cl)cc12)NC(=O)c1ccc(Cl)cc1 (stereo not drawn)	2	17%	3%	?	-8%	1%	-2%	-2%	0%
O=C(NCCc1cn2ccccc2n1)c1cc(COc2c(F)cccc2F)on1	63	-31%	0%	8%	0%	-4%	0%	-11%	-2%
COC1CCCN(C(=O)c2ccc3nc(Cc4cccc(Cl)c4)oc3c2)C1 (stereo not drawn)	0	24%	-3%	-4%	3%	-9%	-9%	-29%	9%
CC(=O)Nc1ccc(S(=O)(=O)NNC(=O)c2cccc([N+](=O)[O-])c2)cc1	12	-30%	20%	-5%	3%	-1%	0%	2%	14%
O=C(NC(=S)NCc1ccccc1)C1CCCCC1	31	0%	-9%	?	-1%	-4%[9.24 µM]	-9%	0%	0%
COCCNC(=O)Cn1nc(C(F)(F)F)cc1C	18	-15%	-5%	-2%	1%	-1%	14%	-7%	-11%
O=C(Nc1cc(S(=O)(=O)N2CCOCC2)ccc1N1CCOCC1)C1CCCO1 (stereo not drawn)	-2	·	-4%	-2%	2%	-5%	-9%	7%	2%
O=C1OCCN1c1c(-c2ccccc2)c(-c2cccs2)nc2c(-c3ccccc3)cccc12	-2	-2%	13%	-7%	-6%	13%	-12%	-3%	0%
O=C(COc1ccc2ccccc2c1)Nc1cccnc1Cl	-9	34%	12%	-3%	-3%	13%	4%	-9%	-7%
CCN(CC(=O)Nc1ccc(NC(C)=O)cc1)C(=O)c1ccc(=O)[nH]c1	12	1%	20%	0%	0%	8%	?	12%	8%
Cc1ccc(CNC(=O)C2CN(S(C)(=O)=O)c3cc(Cl)ccc3O2)cc1 (stereo not drawn)	-3	-23%	1%	-3%	-92%[inhibitor]	-9%	?	9%	-2%
Cc1ccccc1CN1C(=O)CSCC1(C)C(=O)Nc1ccc2c(c1)OCCO2 (stereo not drawn)	23	·	10%	·	·	8%	?	-2%	5%
COCCN1CCN(C(=O)c2cc(COc3ccc(F)cc3F)on2)CC1	i	5%	-17%	?	?	-12%	-28%	-27%	-11%
O=C(Nc1ccc(Cl)cc1)N(Cc1cccs1)Cc1cccs1	-24	-9%	?	?	3%	?	?	-5%	-27%
COc1ccc(S(=O)(=O)N2CCOC2CNC(=O)C(=O)NCCc2ccccc2OC)cc1C (stereo not drawn)	-15	-3%	-19%	17%	16%	-2%	-13%	-7%	6%
CCOc1ccc(C(C)C)cc1S(=O)(=O)N1CCN(C(=O)c2ccco2)CC1	18	-14%	-3%	-9%	-2%	2%	?	3%	16%
Cc1ccc(-c2cc(C(F)F)n3ncc(C(=O)Nc4c(C)nn(Cc5c(Cl)cccc5Cl)c4C)c3n2)cc1	-7	?	-10%	?	1%	-17%	-16%	4%	-2%
Cc1ccc(S(=O)(=O)N(C)C)cc1NC(=O)c1cncc(Br)c1	46	?	?	?	20%	?	?	1%	?
O=[N+]([O-])c1cc2c(cc1/C=N/Nc1nc(N3CCCC3)nc(N3CCCC3)n1)OCO2	13	-36%[11.3 µM]	8%	4%	-7%	17%	?	-24%[57.1 µM]	13%
C/C(Nc1ccc(Cl)cc1)=C(/C#N)C(N)=O	-2	1%	12%	4%	-6%	5%[9.24 µM]	?	0%[57.1 µM]	4%
O=C(NCCCN1CCOCC1)c1ccc(Cl)c([N+](=O)[O-])c1	-2	3%	15%	?	-33%[inhibitor]	13%	0%	-6%	2%
O=C(CSc1nnc(-c2ccccn2)o1)Nc1cccc(Cl)c1	-14	64%[activator]	-14%	-3%	13%	-13%	-3%	-9%	0%
Cc1cc(S(=O)(=O)NCc2ccc(N3CCN(C)CC3)cc2)c(C)s1	-12	-14%	10%	?	5%	13%	-10%	-3%	-2%
C=CCn1c(SCC(=O)NC(=O)NCC(C)C)nnc1C1CCCCC1	0	50%[activator]	3%	17%	7%	-3%	-13%	0%	3%
Cc1ccc(S(=O)(=O)Nc2ccc(SC(F)F)cc2)c(C)c1	?	-37%	-1%	?	1%	-11%	16µM*	-21%	-6%
O=C(Nc1ccc(S(=O)(=O)N2CCCC2)cc1)c1cccnc1Cl	-10	-5%	4%	0%	3%	10%	?	-2%	-4%
CCN(Cc1ccc2c(c1)OCO2)C(=O)/C=C/c1cccc(Br)c1	-24	38%[activator]	-13%	?	9%	-14%	0%	-4%	?
COCCCNC(=O)CN1C(=O)c2cccc3cccc1c23	0	-17%	16%	-1%	-2%[9.22 µM]	3%	0%	-22%	-6%
Cc1ccccc1-n1c(SCC(=O)N/N=C/C=C/c2ccccc2[N+](=O)[O-])nc2ccccc2c1=O	?	1%	-8%	?	1%	-5%	4%	-5%	-1%
Cc1ccc(C(=O)CSc2nsc(C)c2C#N)cc1	-14	48%[activator]	1%	-2%	-2%	12%	-11%	1%	-6%
CC1C(=O)c2ccccc2CC1C(=O)O (stereo not drawn)	22	-9%	7%	-49%	0%	0%	17%	-3%	2%
COc1ccc2[nH]c(C)c(C(=O)CN3CCN(C/C=C/c4ccccc4)CC3)c2c1	?	-14%	-1%	?	?	-1%	-12%	-1%	7%
CCOC(=O)c1c(C)oc2cc(Br)c(OC)cc12	17	7%	1%	4%	-1%	9%	-9%	2%	5%

Limited to HT1080-NT tox, for some of the entries so far:
SMILES	HT1080-NT tox
Cc1ccccc1-n1c(SCC(=O)N/N=C/C=C/c2ccccc2[N+](=O)[O-])nc2ccccc2c1=O	-8%
C=CCn1c(SCC(=O)NC(=O)NCC(C)C)nnc1C1CCCCC1	3%
O=C(CSc1nnc(-c2ccccn2)o1)Nc1cccc(Cl)c1	-14%

The list goes on:
SMILES	IL1B secr inh	ATXN2 expr inh	HT1080-NT tox	MCF10A rerep	SW480 rereplic	HT1080 IDH1KD tx	KB-V1 cytotox	WRN inhibitor	KB-3-1 tox
COCCCN1C(=O)C(CC(=O)NC(c2ccccc2)c2ccccc2)CC(C(=O)N(C)C)=C1C (stereo not drawn)	-5	6%	12%	·	·	-3%	0%	-8%	9%
C=C(c1ccccc1C)[n+]1ccccc1	39	1%	-2%	-1%	-3%[9.22 µM]	6%	0%	-23%	-20%
Cc1nn(CC(=O)NCCC2=CCCCC2)c(C)c1[N+](=O)[O-]	-9	5%	18%	-3%	-97%[inhibitor]	7%	2%	-1%	5%
Cc1cc(S(=O)(=O)N2CCOCC2)ccc1NC(=O)c1ccc(F)cc1	-14	-29%	0%	-2%	0%	-2%	?	3%	-10%
Cc1cccc([C@@H]2[C@@H]3C(=O)N(Cc4ccccc4)C(=O)[C@@H]3[C@]3(C)C(=O)N(c4cccc(F)c4)C(=O)N23)c1	12	8%	3%	41%	-15%	12%	-1%	-1%	0%
Cc1cnc(C(=O)OCc2ccc(COC(=O)c3cnc(C)cn3)cc2)cn1	18	2%	18%	-4%	13%	19%	0%	-13%	-5%
CCOC(=O)CSc1nnc(-c2c[nH]c3ccccc23)n1CC	-5	-1%	0%	1%	-7%	4%	21%	-2%	-1%
Cc1ccc2c(c1)N(C(=O)CCC(=O)NCc1cccc(Br)c1)CC(C)O2 (stereo not drawn)	?	0%	-2%	0%	5%	-2%	6%	2%	-1%
O=c1c2cc3c(cc2[nH]c(=S)n1Cc1ccco1)OCO3	0	-10%	2%	13%	4%	2%	?	-28%	?
O=C(O)c1ccc(Cl)c(NC(=S)NC(=O)c2ccccc2[N+](=O)[O-])c1	1	-19%	14%	0%[9.22 µM]	-60%[inhibitor]	14%	14%	-3%	15%
